Screening results (PubChem BioAssay)
MLL CXXC-DNA inh = qHTS Fluorescence Polarization Assay for Inhibitors of MLL CXXC domain - DNA interaction; MLL-CXXC / FITC-HOXA9 DNA fluorescence polarization; Potency, µM (series often up to 115 µM), for inactives: top-dose activity change, negative = inhibition, most hits filed as inhibitors; hit rate 0.037% among 290,000; AID 2662, 2010; active means well fitted inhibition curve with a large enough effect in the polarisation, with a control signal flat, not every such curve was filed as active; inconclusive means small, poorly fitted or top-dose-only effect, or effect the other way, or a change in a side signal; inactive means no such curve, though single readings can be large or run the other way; the % refers to the polarisation; further: potency means the concentration at half of the fitted maximal effect
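Steps: dispense CXXC domain solution (7 uM) → pin compounds or unlabeled HOX-A9 DNA control → 5 min ambient → add FLSN-HOX-A9 solution (50 nM) → spin → 30 min ambient → fluorescence polarization. Tris pH 7.5/NaCl/DTT/BSA buffer.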
PTAP TSG101 blk = qHTS Assay for Iinhibitors of HIV-1 Budding by Blocking the Interaction of PTAP/TSG101; Tumor susceptibility gene 101 protein (Homo sapiens), Q99816; Fluorescence polarization, FITC-PTAP peptide / Tsg101 binding; Potency, µM (highest dose often 115 µM), without a hit: at the highest dose activity change, negative = inhibition, actives largely listed as inhibitors; 340,000 tested, under 10 active; AID 493005, 2010; active means well fitted inhibition curve with a large enough effect in the main read-out, with a control signal flat, not every such curve was filed as active; inconclusive means small, poorly fitted or top-dose-only effect, or effect the other way, or a change in a side signal; inactive means no such curve, though single readings can be large or run the other way; further: potency means the concentration at half of the fitted maximal effect; % of control where 0% means no effect
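Fluorescence anisotropy tracks displacement of a FITC-tagged PTAP peptide (50 nM) from the Tsg101 binding domain (10 uM), following a 20 min room-temperature incubation at pH 7.5.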
ASM inhibitor = Inhibitors of Secretory Acid Sphingomyelinase (S-ASM): qHTS | Sphingomyelin phosphodiesterase (Homo sapiens), P17405 | placental ASM, HMU-PC fluorogenic substrate, 60 min | Potency, µM (top dose mostly 57.5 µM), for the others: at the highest dose activity change, negative = inhibition, hits mostly inhibitors | hit rate 0.006% among 340,000 | AID 504937, 2011; further: potency means the concentration at half of the fitted maximal effect
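Human placenta-derived ASM preincubated with compound 10 min at room temperature, then reacted with 9 uM (final) fluorogenic HMU-PC substrate for 60 min at 37 C. Stop solution raises pH to 10; fluorescence read at Ex 386/Em 447 nm.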
Menin-MLL TR inh = qHTS Assay for Inhibitors Targeting the Menin-MLL Interaction in MLL Related Leukemias: Competition With Texas Red Labeled MLL-derived Mutant Peptide; hit rate 0.23% among 270,000; Menin + Texas Red MLL mutant peptide, fluorescence polarization; O00255; Potency, µM (doses to about 61.6 µM), inactives show at the highest dose FP activity change, negative = inhibition, actives largely listed as inhibitors; active means well fitted inhibition curve with a large enough effect in the polarisation, with a control signal flat, not every such curve was filed as active; inconclusive means small, poorly fitted or top-dose-only effect, or effect the other way, or a change in a side signal; inactive means no such curve, though single readings can be large or run the other way; the % refers to the polarisation; further: potency means the concentration at half of the fitted maximal effect; % of control where 0% means no effect; many of its hits are not listed in these tables
Target sequence (O00255 whole entry, looked up): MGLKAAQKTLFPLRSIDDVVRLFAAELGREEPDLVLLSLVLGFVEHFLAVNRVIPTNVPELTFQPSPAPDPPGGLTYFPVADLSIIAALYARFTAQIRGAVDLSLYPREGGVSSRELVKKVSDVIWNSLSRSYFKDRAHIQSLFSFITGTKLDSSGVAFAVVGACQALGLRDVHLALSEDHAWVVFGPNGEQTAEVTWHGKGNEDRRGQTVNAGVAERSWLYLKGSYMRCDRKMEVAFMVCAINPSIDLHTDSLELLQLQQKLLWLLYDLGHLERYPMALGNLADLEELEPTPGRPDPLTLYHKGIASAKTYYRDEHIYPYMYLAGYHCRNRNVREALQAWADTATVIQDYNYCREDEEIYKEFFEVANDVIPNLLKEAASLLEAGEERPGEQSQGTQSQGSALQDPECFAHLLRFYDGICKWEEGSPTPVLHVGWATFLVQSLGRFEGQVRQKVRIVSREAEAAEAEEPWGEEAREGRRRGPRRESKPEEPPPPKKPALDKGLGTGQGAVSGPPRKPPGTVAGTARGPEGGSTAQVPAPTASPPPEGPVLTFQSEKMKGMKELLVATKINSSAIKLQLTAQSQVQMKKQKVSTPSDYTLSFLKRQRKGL
Integrin act MD = qHTS for Activators of Integrin-Mediated Alleviation for Muscular Dystrophy. hit rate 0.064% among 350,000. alpha7betagal myoblasts, beta-gal FDG fluorescence, 48 h. Potency, µM (titrated, usually from 38.3 µM), without a hit: at the highest dose activation, hits mostly activators;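 further: potency means the concentration at half of the fitted maximal effect; 100% = response of the positive control SU9516; nearly all actives have a fitted effect of over 60% in size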
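Alpha7betagal+/- myoblasts (passage 13) were plated 16-24 hr, then exposed to compounds (1:260 dilution of DMSO stock) for 48 hours at 37C. After MPER lysis, β-galactosidase reporter activity was read as FDG fluorescence (ex 480/em 540) after 30 minutes.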
TCR activator = Activators of T cell receptors: qHTS campaign; 330,000 tested, under 10 active; Potency, µM (top dose mostly 9.22 µM), inactives show at the highest dose activation of IL-2 secretion, actives largely listed as activators; primary human leukocytes, anti-CD3, IL-2 HTRF, 48 h; further: % of control where 0% means no effect
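Primary human leukocytes receive a-CD3 beads and test compound and are incubated 48 hr. Secreted IL-2 is then assayed by HTRF, measuring 665nm acceptor emission after 320nm excitation of the europium donor.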
* hit, by the source's call; ? = inconclusive; . = no result given; [ ] = another dose, or the depositor's remark. Unless noted, the call rests on the fitted dose curve; in most records, active means well fitted curve in the direction sought with a large enough effect; inconclusive means small, poorly fitted or top-dose-only effect, or another doubt; inactive means no such curve, though single readings can be large; an effect the other way counts as inactive or inconclusive. Some of the compounds tested, so the mix of outcomes need not match the whole.

SMILES	MLL CXXC-DNA inh	PTAP TSG101 blk	ASM inhibitor	Menin-MLL TR inh	Integrin act MD	TCR activator
CC1CCC2(C(=O)O)CCC3(C)C(=CCC4C3(C)CCC3[C@@]4(C)CC(O)C(O)[C@@]3(C)CO)C2C1C (stereo partly specified)	.	.	.	-13.5%	.	.
CC(C)(CO)[C@H](O)C(=O)NCCCO	.	.	.	-5.7%[24.8 µM]	.	.
CC1(C)[C@@H](O[C@H]2O[C@H](C(=O)O)[C@@H](O)[C@H](O)[C@H]2O[C@@H]2O[C@H](C(=O)O)[C@@H](O)[C@H](O)[C@H]2O)CC[C@]2(C)[C@H]3C(=O)C=C4[C@@H]5C[C@@](C)(C(=O)O)CC[C@]5(C)CC[C@@]4(C)[C@]3(C)CC[C@@H]12	.	.	.	4.4%	.	.
Cc1cc(Cn2cnc3c2C[C@@H](C(=O)O)N(C(=O)C(c2ccccc2)c2ccccc2)C3)ccc1N(C)C	.	.	.	13.1%[24.8 µM]	.	.
CC12CCC3C(=CCc4cc(O)ccc43)C1CCC2=O (stereo unspecified)	.	.	.	-0.6%	.	.
COc1cc2c(c(OC)c1OC)-c1c(cc(OC)c(OC)c1OC)CC(C)C(C)C2 (stereo unspecified)	.	.	.	-25.9%	.	.
COc1cc(C=O)ccc1O	.	.	.	6.6%[24.8 µM]	.	.
C[C@@H]1CC[C@]2(C(=O)O)CC[C@]3(C)C(=CCC4[C@@]5(C)C[C@@H](O)[C@H](O)[C@@](C)(CO)C5CC[C@]43C)C2[C@H]1C (stereo partly specified)	.	.	.	-1.3%	.	.
CCC1OC(=O)C[C@H](O)C(C)[C@@H](O[C@@H]2OC(C)C(O)C(N(C)C)C2O)C(CCN2CC(C)CC(C)C2)CC(C)C(=O)/C=C/C(C)=C\[C@@H]1COC1OC(C)C(O)C(OC)C1OC (stereo partly specified)	0.5%	.	.	10.9%	.	.
CCOC(=O)c1ccccc1O	3.9%	.	.	6.6%	.	.
COC(=O)C1=C(C)NC(C)=C(C(=O)OCCN2CCN(C(c3ccccc3)c3ccccc3)CC2)C1c1cccc([N+](=O)[O-])c1 (stereo unspecified)	2.1%	.	.	20.3%	.	.
C=CCCCCCCCCC(=O)OC	-1.0%	.	.	7.1%	.	.
COc1cc2nc(N3CCN(C(=O)[C@@H]4COc5ccccc5O4)CC3)nc(N)c2cc1OC	-1.2%	.	.	-2.8%[24.8 µM]	.	.
CCCCCCCCCCCCCCCC[N+](C)(C)Cc1ccccc1	?	.	.	?	.	.
COc1ccc(-c2cc(C(F)F)nn2-c2ccc(S(N)(=O)=O)cc2)cc1F	2.6%	.	.	0.2%	.	.
Cc1onc(-c2ccccc2Cl)c1C(=O)N[C@H]1C(=O)N2[C@H]1SC(C)(C)[C@H]2C(=O)O	-2.5%[51.4 µM]	.	.	6.8%[24.8 µM]	.	.
O=C(NCCCN1CCOCC1)c1ccc(Cl)cc1	1.0%	.	.	-16.6%	.	.
CN(C(=O)c1c(O)c2ccccc2n(C)c1=O)c1ccccc1	-2.7%	.	.	-2.6%[24.8 µM]	.	.
CC(=O)Nc1ccc(OC(=O)c2ccccc2OC(C)=O)cc1	6.8%	.	.	9.7%	.	.
CC1=C(C(=O)O)N2C(=O)[C@@H](NC(=O)[C@@H](N)c3ccc(O)cc3)[C@@H]2SC1	-0.8%[51.4 µM]	.	.	7.1%[24.8 µM]	.	.
CCCCC(CC)COC(=O)c1ccccc1O (stereo unspecified)	-0.6%	.	.	-10.4%	.	.
NCc1ccccc1Sc1ccccc1CO	-3.1%	.	.	-9.8%	.	.
C/C(=C(/CCO)SS/C(CCO)=C(\C)N(C=O)Cc1cnc(C)nc1N)N(C=O)Cc1cnc(C)nc1N	2.7%	.	.	2.6%	.	.
Cc1ccccc1OCC(O)CO (stereo unspecified)	6.5%	.	.	3.9%	.	.
C[C@@H]1CC2[C@@H]3C[C@H](F)C4=CC(=O)C(Cl)=C[C@]4(C)[C@@]3(F)[C@H](O)C[C@]2(C)[C@@]1(O)C(=O)CO (stereo partly specified)	0.9%	.	.	5.4%	.	.

By substructure, the entries above containing fluorine (two)
SMILES	MLL CXXC-DNA inh	PTAP TSG101 blk	ASM inhibitor	Menin-MLL TR inh	Integrin act MD	TCR activator
COc1ccc(-c2cc(C(F)F)nn2-c2ccc(S(N)(=O)=O)cc2)cc1F	2.6%	.	.	0.2%	.	.
C[C@@H]1CC2[C@@H]3C[C@H](F)C4=CC(=O)C(Cl)=C[C@]4(C)[C@@]3(F)[C@H](O)C[C@]2(C)[C@@]1(O)C(=O)CO (stereo partly specified)	0.9%	.	.	5.4%	.	.

Other entries follow.
SMILES	MLL CXXC-DNA inh	PTAP TSG101 blk	ASM inhibitor	Menin-MLL TR inh	Integrin act MD	TCR activator
CN(c1nccc(=O)[nH]1)C1CCN(c2nc3ccccc3n2Cc2ccc(F)cc2)CC1	-7.0%	.	.	-0.3%	.	.
CCN(CC)CCOc1ccc(Cc2ccccc2)cc1	4.0%	.	.	6.4%	.	.
N#C/C(=C1/SCC(c2ccccc2Cl)S1)n1ccnc1 (stereo unspecified)	0.4%	.	.	9.2%	.	.
CCOC(=O)[C@H](CCc1ccccc1)N[C@@H](C)C(=O)N1C(=O)N(C)C[C@H]1C(=O)O	-2.1%	.	.	3.5%	.	.
COC(=O)c1ccccc1O	0.6%	.	.	3.0%	.	.
O=C(O)Cc1sc(-c2ccccc2)nc1-c1ccc(Cl)cc1	.	.	.	.	-8.9%	.
CN(C)CC/C=C1/c2ccccc2COc2ccc(CC(=O)O)cc21	.	-1.7%	0.2%	.	.	-6.8%

Structural class, the compounds so far containing a carbonyl joined to an NH by a bond outside any ring
SMILES	MLL CXXC-DNA inh	PTAP TSG101 blk	ASM inhibitor	Menin-MLL TR inh	Integrin act MD	TCR activator
CC(C)(CO)[C@H](O)C(=O)NCCCO	.	.	.	-5.7%[24.8 µM]	.	.
Cc1onc(-c2ccccc2Cl)c1C(=O)N[C@H]1C(=O)N2[C@H]1SC(C)(C)[C@H]2C(=O)O	-2.5%[51.4 µM]	.	.	6.8%[24.8 µM]	.	.
O=C(NCCCN1CCOCC1)c1ccc(Cl)cc1	1.0%	.	.	-16.6%	.	.
CC(=O)Nc1ccc(OC(=O)c2ccccc2OC(C)=O)cc1	6.8%	.	.	9.7%	.	.
CC1=C(C(=O)O)N2C(=O)[C@@H](NC(=O)[C@@H](N)c3ccc(O)cc3)[C@@H]2SC1	-0.8%[51.4 µM]	.	.	7.1%[24.8 µM]	.	.
